D3 antag: qHTS of D3 Dopamine Receptor Antagonist: qHTS; D3R cells, DiscoveRx beta-arrestin luminescence, antagonist mode; hits give low values; max response, negative = inhibition, %; actives 2.5% (n = 360,000); in the data active means max response below about -50%; inconclusive means no clear call, values can overlap the other calls; further: on the % scale 0 is the no-effect control and ±100 the full control effect; mostly tested at two doses, the higher about 12 µM
Target sequence (P35462 whole entry, looked up): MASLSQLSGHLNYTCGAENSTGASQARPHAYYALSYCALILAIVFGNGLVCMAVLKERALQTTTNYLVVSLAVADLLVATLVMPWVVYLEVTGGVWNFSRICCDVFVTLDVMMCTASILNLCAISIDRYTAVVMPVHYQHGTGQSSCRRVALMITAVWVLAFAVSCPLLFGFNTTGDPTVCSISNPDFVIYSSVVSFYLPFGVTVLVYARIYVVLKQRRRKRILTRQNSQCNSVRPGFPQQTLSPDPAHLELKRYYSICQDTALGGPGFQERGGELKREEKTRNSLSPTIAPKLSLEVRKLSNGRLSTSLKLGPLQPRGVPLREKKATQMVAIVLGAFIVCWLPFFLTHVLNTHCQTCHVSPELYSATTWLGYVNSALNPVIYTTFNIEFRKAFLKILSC
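Cells expressing the human receptor were seeded at 1500 cells/well, incubated overnight at 37 degrees C in 5% CO2, then exposed to library compounds with dopamine controls for 90 minutes at 37 degrees C before luminescent detection.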
PLK1 PBD inh: qHTS for Inhibitors of PLK1-PDB (polo-like kinase 1 - polo-box domain): Primary Screen. Serine/threonine-protein kinase PLK1 (Homo sapiens), P53350. Plk1 PBD binding of FITC phosphopeptide, fluorescence polarization. Potency, µM, without a hit: max response, negative = inhibition, hits mostly inhibitors. actives 2.8% (n = 360,000); further: potency means the concentration at half of the fitted maximal effect; series mostly up to about 57 µM; on the % scale 0 is the no-effect control and ±100 the full control effect; nearly all actives have a fitted effect of over 65% in size
GLP1R inv ag: qHTS of GLP-1 Receptor Inverse Agonists (Inhibition Mode); Glucagon-like peptide 1 receptor (Homo sapiens), P43220; HEK293 GLP-1R CRE-luciferase, luminescence, 24 h; GLP-1R form is constitutively active; Potency, µM (doses to about 38.3 µM), for the others: top-dose activity change, negative = inhibition, most hits filed as inhibitors; actives 1.6% (n = 410,000); further: potency means the concentration at half of the fitted maximal effect; on the % scale 0 is the no-effect control and ±100 the full control effect; nearly all actives have a fitted effect of over 55% in size
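Luminescence readout: a drop in cAMP-driven luciferase signal flags inverse agonism at a constitutively active GLP-1R stably expressed in HEK293. Compound exposure lasted 24 hr at 37 deg C, 5% CO2.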
PI5P4Ka inh: qHTS for Inhibitors of phosphatidylinositol 5-phosphate 4-kinase (PI5P4K); PI5P4Kalpha enzyme, ADP-Glo luminescence, 60 min; hits give low values; actives 1.2% (n = 330,000); max response, %; Phosphatidylinositol 5-phosphate 4-kinase type-2 alpha (Homo sapiens), P48426; active means max response of -50% or lower; inconclusive means between -30% and -50%; inactive means -30% or higher; further: value at the top dose of about 77 µM; on the % scale 0 is the no-effect control and ±100 the full control effect
Target sequence (P48426 whole entry, looked up): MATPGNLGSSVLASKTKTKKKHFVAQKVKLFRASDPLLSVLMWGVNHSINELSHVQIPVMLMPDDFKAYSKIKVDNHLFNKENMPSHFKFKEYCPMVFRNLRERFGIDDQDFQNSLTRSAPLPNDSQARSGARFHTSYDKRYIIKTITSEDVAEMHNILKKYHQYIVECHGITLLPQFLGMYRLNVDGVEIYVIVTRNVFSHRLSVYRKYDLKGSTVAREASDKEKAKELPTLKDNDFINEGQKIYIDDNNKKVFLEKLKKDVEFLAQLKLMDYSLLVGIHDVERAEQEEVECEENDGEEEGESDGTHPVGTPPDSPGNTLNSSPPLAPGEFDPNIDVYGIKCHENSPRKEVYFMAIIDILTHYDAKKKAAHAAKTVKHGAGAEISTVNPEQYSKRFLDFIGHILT
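Quantitative HTS of the MLSMR library against PI5P4Kalpha with substrate. ATP added last at 5 microM final; room temperature, 60 minutes. Remaining ATP depleted, ADP converted and read as luminescence.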
IL2 activator: qHTS of IL-2 Activators; actives 0.065% (n = 360,000); AID 652025, 2013; activation, % (series mostly up to about 46 µM); IL-2 activation reporter assay, cell-based qHTS; stimulated with anti-CD3/CD4/CD28 beads; in transgenic mouse T cells; in the data active means activation above about 50%; inconclusive means mostly about 30% to 49%; further: 0% is about no effect
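Unstimulated transgenic mouse T cells, 750 per well, received compound and, after 60 minutes, anti-CD3/anti-CD4 bead plus anti-CD28 stimulation. EGFP and DsRed were quantified after 18 hours.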
GLP-1R agonist: qHTS of GLP-1 Receptor Agonists; actives 0.007% (n = 380,000); Glucagon-like peptide 1 receptor (Homo sapiens), P43220; Potency, µM (highest dose often 45.6 µM), inactives show at the top dose activation, hits mostly activators; HEK293 GLP-1R CRE-luciferase, luminescence, 4-6 h; cells express a hypersensitive GLP-1R form; further: potency means the concentration at half of the fitted maximal effect; % of control where 0% means no effect
GLP1R cytotox: qHTS of GLP-1 Receptor Inverse Agonists: Cytotox Screen | AID 624418, 2012 | Potency, µM (titrated, usually from 38.3 µM), inactives show top-dose activity change, negative = inhibition, most hits filed as inhibitors | actives 0.13% (n = 410,000) | HEK293 cAMP-luciferase reporter cells, luminescence, 24 h;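 further: loss of luciferase light is scored as toxicity; potency means the concentration at half of the fitted maximal effect; on the % scale 0 is the no-effect control and ±100 the full control effect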
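Quantitative HTS format, 1536 wells, 200 cells/uL seeded. Compounds: 23 nL, 24 h, 37 °C. Detection: luciferase reagent, luminescence at 12 min RT; decreased signal taken as cytotoxic.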
WRN inhibitor: qHTS for Inhibitors of WRN Helicase; Bifunctional 3'-5' exonuclease/ATP-dependent helicase WRN (Homo sapiens), Q14191; actives 0.46% (n = 360,000); WRN helicase unwinding, fluorescent forked duplex, kinetic; Potency, µM (titrated, usually from 114 µM), for inactives: top-dose activity change, negative = inhibition, hits mostly inhibitors; AID 651768, 2012; further: potency means the concentration at half of the fitted maximal effect; on the % scale 0 is the no-effect control and ±100 the full control effect; nearly all actives have a fitted effect of over 55% in size
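WRN at 20 nM final was preincubated with compound for 15 min at room temperature; reaction started with 100 nM forked duplex oligonucleotide carrying fluorophore and quencher plus 2 mM ATP (final). Unwinding followed kinetically by red fluorescence (ex 525/em 598 nm).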
DRD3 agonist: qHTS of D3 Dopamine Receptor Agonist: qHTS | D3R DiscoveRx beta-arrestin cells, luminescence, 90 min | max activation, % | actives 0.58% (n = 410,000) | AID 652048, 2013; in the data active means max activation above about 30%; further: 0% is about no effect; mostly tested at two doses, the higher about 12 µM
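Agonist mode: compounds and dopamine controls were applied to plated cells for 90 min at 37 degrees C after an overnight attachment at 1500 cells/well. Luminescent read-out followed 30 - 60 minutes at room temperature with DiscoveRx detection reagent.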
* hit, by the source's call; u = inconclusive; x = no result given; & = joins results of further samples; ! = not confirmed by another sample; [ ] = dose if it differs, or a comment. Unless noted, the call rests on the fitted dose curve; in most records, active means well fitted curve in the direction sought with a large enough effect; inconclusive means small, poorly fitted or top-dose-only effect, or another doubt; inactive means no such curve, though single readings can be large; an effect the other way counts as inactive or inconclusive. Not a hit list. About 7.8% of those tested had a hit in this group.

SMILES	D3 antag	PLK1 PBD inh	GLP1R inv ag	PI5P4Ka inh	IL2 activator	GLP-1R agonist	GLP1R cytotox	WRN inhibitor	DRD3 agonist
CCCSc1nnc(-c2c[nH]c3ccccc23)n1CC	-12	-11%	u	-8	-3.3	0%	1%	3%	-7
CN(C)CCNc1oc(-c2cccc(Cl)c2)nc1C#N	-27	-3%	0%	x	6.6	-1%	-3%	2%	-2
CCCCCCCCS(=O)CCC(=O)O (configuration not stated)	13	-18%	7%	1	-0.2	2%	-6%	-1%	1
Cc1cccc(NC(=S)N/C(=N/S(=O)(=O)c2ccccc2)c2ccccc2)c1	-61*!	24µM*	u	-19&-21	-2.5&-1.9	-1%&35%	u	-10%&-8%	-3&-7
Cc1occc1-c1nnc(SCC(=O)N2c3ccccc3CCc3ccccc32)n1C	-15	-12%	-22%	1	0.2	1%	-9%	-8%[57.1 µM]	1
CN(CCCCCCN(C)Cc1ccccc1O)Cc1ccccc1O	-22	-3%	u	4	-0.3	-5%	u	7%	-13
NS(=O)(=O)c1ccc(NC(=O)COC(=O)CNC(=O)C23CC4CC(CC(C4)C2)C3)cc1	-13	3%	14%	1	0.0	-1%	1%	-6%	-3
CCc1ccc(NC(=O)NNC(=O)CCc2ccccc2)cc1	-7	-4%	-27%	-2	-1.3	-3%	-11%	-3%	-16
Cc1cc(C)cc(Oc2coc3cc(OC(=O)c4cccs4)ccc3c2=O)c1	23	-5%	u	0	-0.1	-20%	16%	9%	2
O=[N+]([O-])c1nn(-c2ccc3c(c2)OCCO3)n(O)c1=NCCC1=CCCCC1	5	-10%	22%[0.307 µM]	-2	0.7	-2%	11%[0.307 µM]	8%	8
COc1ccc(S(=O)(=O)N2CCN(CC(=O)Nc3ccc(C)c(F)c3)CC2)cc1	-20	-7%	0%	9	-5.7	21%	-8%	-29%	-8
CCC(=O)N1CCN(c2nc(CC)nc3sc4c(c23)CCCC4)CC1	3	-7%	u	8	0.0	21%	14%	-29%	19
COc1ccc(OC)c(NC(=O)Nc2cc(NC(=O)Nc3cc(OC)ccc3OC)c(C)nc2C)c1	u	3%	162%[activator]	3	-4.5	7%	7%	3%	-2
Cc1cc(C(=O)CSc2ncn[nH]2)c(C)n1-c1cccc(S(=O)(=O)N2CCOCC2)c1	7	-7%	5%	-28	-2.0	-2%	-2%	3%	2
CS(=O)(=O)c1nc(S(=O)(=O)c2ccc(Cl)cc2)c(N2CCC(C(N)=O)CC2)s1	-9	-8%	-8%	-1	-0.9	-4%	-1%	-7%	-1
CCN(CC(=O)Nc1ccccc1Br)C1CCCCC1	-20	-8%	u	12	-2.6	14%	13%	2%	-30
Cc1ccc(NC(=O)c2csnn2)c(C)c1	2	-10%	6%	4	-0.6	8%	-20%	-6%	5
COc1ccc(Nc2nc(-c3ccccc3)nc3ccccc23)cc1S(=O)(=O)N1CCOCC1	58	4%	-20%	1	-0.6	-2%	-23%	-12%	-8
O=C(NCc1ccc(F)cc1F)[C@@H]1CCCN1C(=O)[C@@H]1CCCN1C(=O)c1ccccc1	7	-5%	10%	0	3.0	-4%	2%	1%	7
O=C(NC1CCCCC1)N1CCCCCC1	-4	-3%	-2%	x	0.1	3%	-10%	-6%	-2
CCc1ccc(NC(=O)c2ccc(F)c(S(=O)(=O)NCC3COc4ccccc4O3)c2)cc1 (configuration not stated)	5	-10%	5µM*	-1	-4.3	-7%	u	-13%	25
c1ccc(C2=NNC(=NCc3ccc4c(c3)OCO4)SC2)cc1	-3	u	u	-7	-0.8	11%	-27%	0%	-4
O=C(COc1ccc2ccc(=O)oc2c1)Nc1cccnc1	4	0%	9%	-1	0.7	5%	8%	4%	1
CC1SCC(NC(=O)c2ccccc2Cl)CS1 (configuration not stated)	-16	-8%	-23%	-4	-1.5	13%	2%	4%	-33
O=C(Cn1nnc2c(cnn2-c2ccccc2)c1=O)N1CCN(c2ccccc2F)CC1	-1	-4%	u	-3	-0.8	-14%	-13%	-6%[57.1 µM]	-3
Cc1ccc(N2C(=O)CC(NNc3nc4ccccc4s3)C2=O)cc1 (configuration not stated)	-12	-1%	2%	12	2.3	2%	2%	8%	2
COc1ccc2nc(NC(=O)c3ccc(S(=O)(=O)N4CCC(C)CC4)cc3)sc2c1	x	x	23%	x	x	8%	0%	x	-1
O/N=C/c1ccccc1OCc1ccccc1F	-6	-4%	-17%	-3	0.2	5%	-1%	-10%	2
CC1CCN(C(=O)CN2CCSc3ccc(S(=O)(=O)N(C)C)cc32)CC1	x	x	14%	x	x	8%	-2%	x	-4
COC(=O)[C@H](C)NC(=O)NCc1ccccc1	-18	-7%	18%	-3	2.3	5%	16%	-8%	11
COC(=O)c1c(NC(=O)c2nn(C)cc2Cl)sc2c1CCCC2	54	-5%	64%[activator]	x	-2.7	-9%	5%	10%	-32
S=c1[nH]nc(-c2cccs2)n1/N=C/c1c(Cl)cccc1Cl	-6	6.7µM*	2%	-24	1.0	-3%	-12%	-17%	-7
CC(C)CN(C#N)c1nc(N2CCOCC2)nc(N2CCOCC2)n1	8	-3%	-24%	8	-1.3	22%	18%	-5%[57.1 µM]	4
CCN(CC)C(=O)C1=C(C)N(CCCOC)C(=O)C(CC(=O)NCC2CCCCC2)C1 (configuration not stated)	26	1%	22%	-2	0.2	0%	-39%	2%	0
O=C1NC[C@H](c2ccccc2)N(CCC23CC4CC(CC(C4)C2)C3)C1=O	1	-3%	8%	-14	0.0	-3%	-1%	-1%	21
N#C/C(=C\Nc1ccc(Cl)cn1)S(=O)(=O)c1ccccn1	33	-1%	13%	1	0.5	-3%	-46%	0%	-4
CCOC(=O)C1CCN(CCCSc2ccccc2)CC1	u	-20%	11%	-4	0.1	-2%	-25%	-3%	-8
COc1ccc(-c2cn(-c3ccc(C)cc3C)c(=S)[nH]2)cc1OC	-10	-24%	53%[activator]	-22	-0.9	31%	4%	-25%	16
CC(C)c1cccc(-c2csc(C(C)(O)c3ccc(F)c(F)c3)n2)c1 (configuration not stated)	-17	-3%	u	25	-1.0	-1%	-7%	-12%[57.1 µM]	-9
Cc1cc(C)cc(NC(=S)N2CCN(S(=O)(=O)c3ccccc3)CC2)c1	-2	-5%	u	-3	-0.9	0%	-12%	-2%	0
O=[N+]([O-])c1cc2c(cc1CN1CCN(c3ccc(F)cc3)CC1)OCO2	-25	-11%	u	-7	-0.6	6%	15%	2%	-23
CC(O)C(NC=C1C(=O)OC(C)(C)OC1=O)C(=O)O (configuration not stated)	8	-26%	10%	2	1.5	1%	0%	-4%	0
O=C(NCc1ccccc1)C1C(=O)N(Cc2ccccc2)C(=O)C1C1(O)CCCC1 (configuration not stated)	4	-23%	u	-4	-1.8	13%	-17%	7%	1
Cc1ccc([C@H]2C[C@H](O)[C@@H](n3cc(-c4ccc(F)cc4)nn3)CN2CC2CCCCC2)cc1	-14	-11%	1%	29	-4.5	-2%	4%	2%	-8
CCN1C(=O)c2ccc(C(=O)O)cc2C1=O	-9	-4%	1%	u	-1.2	3%	13%	-3%[57.1 µM]	-3
Cc1ccc(C(=O)NCCc2nnc3ccc(SCC(=O)Nc4ccc(C)cc4C)nn23)cc1	14	-7%	4%	1	-0.1	0%	-11%	-3%	4
COc1cc2c(cc1OC)C(C)N(C(=O)c1sc(-c3cnccn3)nc1C)CC2 (configuration not stated)	9	-8%	47%[activator]	6	1.3	2%	1%	3%	9
Cc1nn(-c2ccccc2)c(C)c1/C=N\NS(=O)(=O)c1ccc(Cl)cc1	18	-11%	u	-4	1.6	-2%	-16%	8%	-4
CCOc1ccc(NC(=O)c2ccccc2SC)cc1	1	19µM*	-11%	u	-3.8	2%	0%	4%	-13
CCNC(=O)NC(=O)CSc1nnc(-c2c[nH]c3ccccc23)o1	-11	-13%	15%	-1	0.5	3%	-4%	1%[57.1 µM]	6
COc1ccc(CC(=O)Nc2cc(C)c3c(=O)oc4ccccc4c3n2)cc1	-10	1%	19%	-3	-0.9	5%	3%	-2%	0
C/C(=N\NC(=O)OC(C)(C)C)c1cccc([N+](=O)[O-])c1	-1	-4%	1%	7	0.7	3%	-11%	1%	3
Cc1ccc(S(=O)(=O)N2[C@@H](CO)CO[C@H]2CC(=O)c2cccs2)cc1	-26	-16%	-7%	0	1.5	x	17%	0%	-13
CCN(CC)S(=O)(=O)c1ccc(S(=O)(=O)Nc2cc3c(cc2C(C)=O)OCO3)cc1	3	-2%	8%	x	-2.5	2%	10%	-11%[57.1 µM]	-2
CCN(CC)S(=O)(=O)c1ccc2[nH]cc(C(=O)NCCN3CCCCC3C)c(=O)c2c1 (configuration not stated)	-11	-4%	6%	0	0.0	-4%	6%	7%	-4
CCOC(=O)C(=O)N(C)c1c(CC)nc2c(OCc3ccccc3)cccn12	-21	-5%	29%	-3	0.1	0%	3%	-2%	-1
O=C(Nc1nnc(SCc2ccc(Cl)cc2)s1)C1CC(=O)N(Cc2ccccc2)C1 (configuration not stated)	u	-11%	u	-3	2.6	-1%	-2%	-7%	3
COc1ccc(Cc2nnc(NC(=O)C3CCN(C(=O)c4ccco4)CC3)s2)cc1	-4	-8%	2%	2	-3.0	10%	0%	3%	-2

Two of the compounds above, in CSV form.
Molecule,D3 antag,PLK1 PBD inh,GLP1R inv ag,PI5P4Ka inh,IL2 activator,GLP-1R agonist,GLP1R cytotox,WRN inhibitor,DRD3 agonist
CCOC(=O)C(=O)N(C)c1c(CC)nc2c(OCc3ccccc3)cccn12,-21,-5%,29%,-3,0.1,0%,3%,-2%,-1
O=C(Nc1nnc(SCc2ccc(Cl)cc2)s1)C1CC(=O)N(Cc2ccccc2)C1 (configuration not stated),u,-11%,u,-3,2.6,-1%,-2%,-7%,3
